Assay outcomes as filed in PubChem BioAssay.
SRC1 inh – SRC1 coactivator transcriptional activity inhibitors, primary screen, cell-based, luminescence; inhibition, % at 3.6 µM; HEK293 GAL4-SRC1 luciferase reporter; Nuclear receptor coactivator 1 (Homo sapiens), Q15788; 360,000 tested, 0.12% active;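 active = inhibition above the campaign mean plus 3 SD, with each screening campaign given its own cutoff, cut at about 60% in these data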;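 also: 0% = DMSO treated cells and 100% = gossypol at 36 µM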
NCOA3 inh – SRC3 coactivator transcriptional activity inhibitors, primary screen, cell-based, luminescence; Nuclear receptor coactivator 3 (Homo sapiens), Q9Y6Q9; HEK293 GAL4-SRC3 luciferase reporter; inhibition, % at 3.6 µM; 360,000 tested, 0.17% active;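 active = inhibition above a per-campaign cutoff, the mean of all compounds plus 3 SD, cut at about 60% in these data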;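 also: 0% = DMSO-treated cells and 100% = gossypol-treated cells at 36 µM; higher means less SRC3-driven luciferase light from the GAL4 reporter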
TWEAK Fn14 block – inhibitors of TWEAK-Fn14 signaling, primary screen, luciferase reporter cells, uHTS; 360,000 tested, 2% active; inhibition, % at 10 µM; TWEAK-stimulated Fn14 reporter cells, luciferase luminescence, 8 h; AID 1159606, 2016; in the data active = inhibition above about 50%
EBV LMP1 NFkB – EBV LMP1-driven NF-kappaB luciferase reporter inhibitors, primary screen, cell-based, luminescence, single point. inhibition, % at 12.5 µM. 350,000 tested, 0.69% active. LMP1-induced NF-kappaB luciferase reporter cells. AID 504558, 2011; in the data active = inhibition above about 41%;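 also: 0% = neutral control wells and 100% = reference inhibitor control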
KKLEB tox – cytotoxicity in KKLEB CF airway cells, primary screen, cytotoxicity control for CF NF-kB inhibitor project, cell-based, uHTS, fluorescence assay plates | 360,000 tested, 0.36% active | activity change (cytotoxicity), % at 5 µM | AID 602141, 2011 | KKLEB CF airway cells viability, ATPlite luminescence, overnight; hits give low values; cells stimulated with P. aeruginosa culture filtrate;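 active = corrected activity change at or below -50% at 5 µM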
TROY signal inh – inhibitors of TROY-driven NF-kB signaling, primary screen, Q293 LMP1-TROYcd cells, NF-kB luciferase, uHTS. AID 1347056, 2019. inhibition, % at 10 µM. 360,000 tested, 0.98% active. Q293 LMP1-TROYcd NF-kB luciferase reporter, 4 h;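 active = compounds whose plate-normalised and pattern-corrected inhibition of the luciferase reporter signal at the single screening dose is 50% or more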
COUP-TFII inh – NR2F2 transcriptional activity inhibitors, primary screen, cell-based, luciferase reporter, HEK293T, luminescence | COUP transcription factor 2 (Homo sapiens), P24468 | 370,000 tested, 0.7% active | inhibition, % at 8.6 µM | AID 686940, 2013 | HEK293T NGFI-A luciferase reporter;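 active = inhibition above a per-plate cutoff, mean inhibition of test wells between control levels plus 3 SD, cut at about 38% in these data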;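 also: cells cotransfected with COUP-TFII expression vector driving the NGFI-A reporter; 0% = median of COUP-TF2 test wells and 100% = reporter-only cells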
CF NFkB inh – inhibitors of PAF-induced NF-kB signaling, primary screen, cell-based, GFP fluorescence, uHTS; 360,000 tested, 0.86% active; KKLEB NF-kB-GFP reporter, GFP fluorescence overnight; inhibition, % at 5 µM;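 active = at least 50% inhibition at 5 µM, scaled per plate between neutral and stimulator controls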;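 also: PAF is a Pseudomonas aeruginosa culture filtrate used as stimulus; plate controls were PAF-stimulated DMSO wells for no effect and unstimulated DMSO wells for full effect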
NR5A2 inv ag – LRH-1 (NR5A2) inverse agonists, primary screen, cell-based, luminescence, HEK293T, StAR-luciferase reporter. LRH-1 transfected, 24 h. inhibition, % at 3.6 µM. 360,000 tested, 0.13% active. AID 602396, 2012;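 active = inhibition above the mean inhibition of all tested compounds plus 3 SD, cut at about 73% in these data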;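 also: 0% = DMSO wells and 100% = reporter-only cells lacking LRH-1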
NCOA2 inhibitor – inhibition of GAL4-SRC2 driven luciferase reporter, primary screen, SRC2 inhibitor project, cell-based, luminescence. Nuclear receptor coactivator 2 (Homo sapiens), Q15596. HEK293 GAL4-SRC2 luciferase reporter. inhibition, % at 9 µM. 370,000 tested, 0.17% active. AID 651957, 2012;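 active = inhibition above the mean inhibition of all tested compounds plus 3 SD, set per campaign, cut at about 52% in these data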;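 also: 0% = DMSO treated cells and 100% = cells given Gossypol at 36 µM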
Target sequence (Q15596 whole entry, looked up, the tested form may be a part): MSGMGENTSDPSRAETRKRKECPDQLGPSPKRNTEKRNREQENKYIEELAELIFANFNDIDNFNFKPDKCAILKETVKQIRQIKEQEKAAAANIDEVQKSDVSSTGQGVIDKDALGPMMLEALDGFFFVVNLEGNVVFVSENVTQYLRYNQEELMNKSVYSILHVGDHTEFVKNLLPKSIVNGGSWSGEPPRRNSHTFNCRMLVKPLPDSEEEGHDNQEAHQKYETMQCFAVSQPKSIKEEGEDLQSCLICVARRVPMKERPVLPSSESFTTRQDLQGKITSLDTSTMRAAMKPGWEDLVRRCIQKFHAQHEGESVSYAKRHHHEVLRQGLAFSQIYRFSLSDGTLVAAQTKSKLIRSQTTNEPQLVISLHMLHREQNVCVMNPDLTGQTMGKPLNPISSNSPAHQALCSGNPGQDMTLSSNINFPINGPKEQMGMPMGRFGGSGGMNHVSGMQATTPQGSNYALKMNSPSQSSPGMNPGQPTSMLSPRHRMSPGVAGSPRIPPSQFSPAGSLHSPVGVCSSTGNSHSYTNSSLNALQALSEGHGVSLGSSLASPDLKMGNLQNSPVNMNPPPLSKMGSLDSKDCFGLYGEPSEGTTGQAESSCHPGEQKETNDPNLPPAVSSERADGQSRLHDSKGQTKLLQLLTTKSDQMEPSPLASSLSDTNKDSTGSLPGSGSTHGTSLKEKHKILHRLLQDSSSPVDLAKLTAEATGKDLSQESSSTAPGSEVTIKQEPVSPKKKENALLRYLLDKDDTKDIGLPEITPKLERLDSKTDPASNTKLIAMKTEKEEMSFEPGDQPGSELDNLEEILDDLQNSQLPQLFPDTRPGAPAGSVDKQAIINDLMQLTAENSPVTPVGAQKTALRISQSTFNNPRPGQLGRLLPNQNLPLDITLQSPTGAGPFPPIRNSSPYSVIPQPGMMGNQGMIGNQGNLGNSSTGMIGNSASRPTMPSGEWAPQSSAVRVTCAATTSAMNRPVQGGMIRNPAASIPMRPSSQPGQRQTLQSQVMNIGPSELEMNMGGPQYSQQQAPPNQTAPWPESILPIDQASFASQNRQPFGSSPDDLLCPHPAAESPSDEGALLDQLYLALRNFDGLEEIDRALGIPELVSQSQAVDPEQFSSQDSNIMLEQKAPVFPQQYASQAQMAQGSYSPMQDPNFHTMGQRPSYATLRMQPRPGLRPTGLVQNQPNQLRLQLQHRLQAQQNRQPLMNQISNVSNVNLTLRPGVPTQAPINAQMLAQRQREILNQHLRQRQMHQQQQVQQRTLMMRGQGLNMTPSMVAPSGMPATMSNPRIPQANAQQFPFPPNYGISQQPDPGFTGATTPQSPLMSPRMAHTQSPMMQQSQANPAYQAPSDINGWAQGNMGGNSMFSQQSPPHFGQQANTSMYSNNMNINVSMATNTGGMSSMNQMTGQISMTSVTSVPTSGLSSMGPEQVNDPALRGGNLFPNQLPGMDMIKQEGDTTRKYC
C8 TRAIL sens – viability loss with TRAIL in NB7+C8 cells, primary screen, TRAIL sensitizer project, cell-based, ATPlite luminescence. inhibition (viability loss, TRAIL sensitization), % at 10 µM. AID 624354, 2012. 360,000 tested, 1% active;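 active = compounds causing at least 50% loss of cell viability in the single-dose screen, relative to plate controls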
Numbers without * were called inactive; x = not tested or not shown.

SMILES	SRC1 inh	NCOA3 inh	TWEAK Fn14 block	EBV LMP1 NFkB	KKLEB tox	TROY signal inh	COUP-TFII inh	CF NFkB inh	NR5A2 inv ag	NCOA2 inhibitor	C8 TRAIL sens
O=C(Nc1cccc(S(=O)(=O)NC2=NCCC2)c1)c1ccc(=O)[nH]c1	-4	20	1	2	8	-19	-5	10	-5	-29	-1
COc1cc(C2C(C(=O)c3ccco3)=C(O)C(=O)N2CCc2ccccc2)ccc1O (stereo not drawn)	-3	8	4	-30	13	-14	-6	-8	-6	-6	-2
CC1CN(C(=O)c2ccc(-c3ccccc3Cl)o2)CC(C)O1 (stereo not drawn)	-35	-22	-34	-23	-10	-60	-9	6	-29	-27	-4
COc1ccc(S(=O)(=O)NC(Cc2cnc[nH]2)C(=O)O)cc1 (stereo not drawn)	-39	2	10	-6	8	3	4	0	-8	10	5
COc1cccc(Nc2nc(NCCO)c3ccccc3n2)c1	20	29	-4	17	5	12	12	-19	17	47	-4
CCNc1nc(NCC)nc(SCC(C)=O)n1	5	-6	-9	5	6	12	5	0	-4	-6	-2
CC1CCCCN1C(=O)COC(=O)c1ccc(N2CCCC2=O)cc1 (stereo not drawn)	-18	-3	-4	-6	-28	-19	5	3	6	-15	0
Cc1onc(-c2c(Cl)cccc2Cl)c1C(=O)ONC(=O)c1cc(C(F)(F)F)cc(C(F)(F)F)c1	-5	16	3	0	-15	10	12	14	16	-7	-1
Cc1cccc2c1c(N=NC(N)=S)c(O)n2C1OC(CO)C(O)C(O)C1O (stereo not drawn)	14	-7	-3	-5	4	21	-8	-8	3	-11	2
CC1(C(=O)NCc2cccnc2)CCC(=O)N1CCc1ccccc1 (stereo not drawn)	4	-25	-8	-5	10	7	6	6	-16	-14	-4
CCCn1c(NC(=O)c2ccc(C)cc2)nc2ccccc21	-54	-38	-23	-14	0	-39	-14	-8	-5	-8	12
C(=N\Nc1ncnc2nc[nH]c12)/c1cccs1	-55	-62	-28	-2	3	-43	-32	13	-56	-60	2

Entries of single compounds as entered above:
Shown for CCNc1nc(NCC)nc(SCC(C)=O)n1 → SRC1 inh = 5; NCOA3 inh = -6; TWEAK Fn14 block = -9; EBV LMP1 NFkB = 5; KKLEB tox = 6; TROY signal inh = 12; COUP-TFII inh = 5; CF NFkB inh = 0; NR5A2 inv ag = -4; NCOA2 inhibitor = -6; C8 TRAIL sens = -2
Shown for Cc1onc(-c2c(Cl)cccc2Cl)c1C(=O)ONC(=O)c1cc(C(F)(F)F)cc(C(F)(F)F)c1 → SRC1 inh = -5; NCOA3 inh = 16; TWEAK Fn14 block = 3; EBV LMP1 NFkB = 0; KKLEB tox = -15; TROY signal inh = 10; COUP-TFII inh = 12; CF NFkB inh = 14; NR5A2 inv ag = 16; NCOA2 inhibitor = -7; C8 TRAIL sens = -1

Going on with the list.
SMILES	SRC1 inh	NCOA3 inh	TWEAK Fn14 block	EBV LMP1 NFkB	KKLEB tox	TROY signal inh	COUP-TFII inh	CF NFkB inh	NR5A2 inv ag	NCOA2 inhibitor	C8 TRAIL sens
CO/N=C/C(C#N)=C/c1cc(C(=O)c2ccc(F)cc2)cn1C	-24	10	-38	4	-28	0	9	26	-1	-7	32
O=[N+]([O-])c1ccc(O)c(C2CCCCC2)c1	0	10	52*	3	-19	61*	-2	64*	2	7	16
O=C(C1CCC(CNS(=O)(=O)c2ccccc2)CC1)N1CCCCC1 (stereo not drawn)	5	-7	12	-1	-6	7	-2	1	-1	2	-14
COc1cc(C(=O)OCc2nc3ccsc3c(=O)[nH]2)c([N+](=O)[O-])cc1OC	-30	-14	7	-1	10	-1	-4	-8	-2	6	12
Cc1cccc(NC(=S)N(C)C2(c3ccccc3Cl)CCCCC2=O)c1 (stereo not drawn)	1	-13	17	1	-6	8	13	7	-6	-17	17
CCc1cc(C(=O)N2CCc3c([nH]c4ccccc34)C2c2ccc(OC)cc2F)no1 (stereo not drawn)	-94	-110	-21	13	4	-12	-71	9	-46	-59	31
CC(CC(=O)Nc1ccc2c(c1)c(=O)n(C)n2-c1ccc2ccccc2c1)C(F)(F)F (stereo not drawn)	1	0	9	x	-18	4	1	24	16	-20	2
C(#Cc1ccccc1)CN1CCCCC1	9	12	-1	-3	12	-5	-4	-9	11	9	-4
COC(=O)c1cc(S(=O)(=O)N2CCN(c3ccc([N+](=O)[O-])cc3)CC2)c[nH]1	-11	-9	-14	4	9	10	-11	-1	9	0	-15
FC(F)(F)c1ccccc1NC(=S)Nc1ccccc1	-13	-1	-23	1	5	-10	-4	-4	7	16	-1
Cc1ccc(Cl)cc1N1CCN(C(=O)C(C)n2ncn3cccc3c2=O)CC1 (stereo not drawn)	-12	-2	5	-8	10	1	-3	13	42	-13	13
COc1cc2c(cc1OC)C(C)N(C(=O)C1COc3ccccc3O1)CC2 (stereo not drawn)	6	13	1	5	-8	10	4	15	24	-11	0
CC(OC(=O)c1ccc(-n2cnnn2)cc1)C(=O)NCc1ccccc1 (stereo not drawn)	-1	27	-10	-10	-4	-27	4	-1	-15	-1	-10
CC(OC(=O)c1ccc([N+](=O)[O-])o1)C(=O)NC1CCCCC1C (stereo not drawn)	-7	-11	4	-1	-16	15	21	-11	-21	-20	-7
CCOC(=O)C1(Cc2ccc(OC)cc2)CCN(C(=O)c2cncs2)CC1	-19	-5	-11	1	-6	-24	-10	24	-12	-17	-3
CCCNS(=O)(=O)c1ccc(CCC(=O)NCCc2ccc(OC)c(OC)c2)cc1	-20	5	-3	4	8	-6	-12	-11	8	7	-2
O=C(CCC1CCN(Cc2ccc(Cl)cc2)CC1)NC1CC1	0	6	3	6	-1	1	11	8	-5	6	7
CCOC(=O)c1c(CSc2ccccc2)n(C)c2ccc(O)c(CN3CCOCC3)c12	-1	-8	7	-1	1	7	-18	6	17	6	21
COc1ccc(S(=O)(=O)N2CCOCC2)cc1N(C)S(=O)(=O)c1ccc(C)cc1	-23	4	-19	1	11	-16	8	10	0	2	-37
CC1(C)C(=O)C=C(N2CCCCC2)c2ccccc21	3	4	-10	8	7	1	-23	7	13	-4	5
O=C(/C=C/c1ccccc1)OCCN1C(=O)c2ccccc2C1=O	-46	-22	-4	-1	8	-19	5	3	-1	-3	-3
CSc1ccccc1NC(=O)CSc1cccc[n+]1[O-]	-1	6	-15	4	8	10	7	-15	-25	-2	-16
CCOc1ccccc1CNC(=O)c1cc2occc2n1C	2	-6	1	-6	-3	11	14	-39	4	-24	-11
Cc1cccc(NS(=O)(=O)c2c(C(=O)N3CCOCC3)c(C)n(C)c2C)c1C	9	11	32	-6	-3	-1	6	33	-1	-12	9

Random excerpt: 2 compounds from above, in no set order.
SMILES	SRC1 inh	NCOA3 inh	TWEAK Fn14 block	EBV LMP1 NFkB	KKLEB tox	TROY signal inh	COUP-TFII inh	CF NFkB inh	NR5A2 inv ag	NCOA2 inhibitor	C8 TRAIL sens
CCOC(=O)C1(Cc2ccc(OC)cc2)CCN(C(=O)c2cncs2)CC1	-19	-5	-11	1	-6	-24	-10	24	-12	-17	-3
CC(OC(=O)c1ccc(-n2cnnn2)cc1)C(=O)NCc1ccccc1 (stereo not drawn)	-1	27	-10	-10	-4	-27	4	-1	-15	-1	-10

An excerpt from above, reduced to TROY signal inh.
molecule	TROY signal inh
CC(OC(=O)c1ccc(-n2cnnn2)cc1)C(=O)NCc1ccccc1 (stereo not drawn)	-27
CC(OC(=O)c1ccc([N+](=O)[O-])o1)C(=O)NC1CCCCC1C (stereo not drawn)	15
CCOC(=O)C1(Cc2ccc(OC)cc2)CCN(C(=O)c2cncs2)CC1	-24
CCCNS(=O)(=O)c1ccc(CCC(=O)NCCc2ccc(OC)c(OC)c2)cc1	-6
O=C(CCC1CCN(Cc2ccc(Cl)cc2)CC1)NC1CC1	1
CCOC(=O)c1c(CSc2ccccc2)n(C)c2ccc(O)c(CN3CCOCC3)c12	7
COc1ccc(S(=O)(=O)N2CCOCC2)cc1N(C)S(=O)(=O)c1ccc(C)cc1	-16

Next structures
SMILES	SRC1 inh	NCOA3 inh	TWEAK Fn14 block	EBV LMP1 NFkB	KKLEB tox	TROY signal inh	COUP-TFII inh	CF NFkB inh	NR5A2 inv ag	NCOA2 inhibitor	C8 TRAIL sens
COc1ccccc1C(c1nnnn1CS(=O)(=O)c1ccc(C)cc1)N1CCSCC1 (stereo not drawn)	-20	11	-7	-6	-22	8	4	10	3	-25	14
CC(=O)c1ccccc1OC(=O)c1ccc([N+](=O)[O-])o1	6	-27	20	-8	-4	8	-12	-7	13	1	-17
CNC(=O)c1c(NC(=O)c2cccc(N3C(=O)CCC3=O)c2)sc2c1CCC2	-8	-1	-12	10	1	-4	-13	-3	-11	-50	-2
CCN1CCN(c2ccc(S(=O)(=O)N3CCCCC3)cc2NC(=O)C(C)Oc2ccc(F)cc2)CC1 (stereo not drawn)	-28	11	3	1	-10	9	-18	3	2	0	-1
CCc1nnc(NC(=O)CCS(=O)(=O)c2ccc(C)cc2)s1	1	-18	-15	3	1	-6	-7	16	12	-30	4
CS(=O)(=O)N(CC(=O)N1CCN(c2ccccc2F)CC1)c1ccc2c(c1)OCCO2	-7	13	5	-2	3	16	15	0	-7	6	-1
COCCN(CCOC)Cc1cc(=O)oc2cc(OC)ccc12	2	19	-5	x	3	-13	-3	3	1	0	-18
CCO/C=N/c1c(C#N)c2c(c(=S)n1C)COC(C)(C)C2	18	7	-12	-6	-17	16	16	-11	-9	8	-9
CC(=O)Cc1nsc(NC(=O)c2ccccc2)n1	-18	-18	28	-14	10	-16	-16	-7	-34	-16	-4
COc1ccc([C@H]2CC(=O)C=C(c3ccc4c(c3)OCO4)C2)cc1	-14	-5	-48	-5	-26	-33	-11	12	-16	1	-12
Cc1ccc(NC(=O)CNC(=O)c2ccco2)cc1	-41	-73	0	-2	-1	-31	-21	-5	-63	-30	-7
c1ccc2c(c1)CCN(C1=Nc3cccc4cccc1c34)C2	-53	-32	-18	-30	-14	-25	-18	-28	-60	-38	37
COc1cc(O)c(C(CCN2CCN(c3ccccc3)CC2)c2cc(OC)c(OC)c(OC)c2)c(OC)c1 (stereo not drawn)	-8	9	14	-2	-8	-5	9	-38	-17	16	4
CCn1c(COc2ccc(C)cc2)nnc1SCC(=O)NCc1ccco1	-23	22	-7	0	5	-23	3	-17	-9	-19	-1

Hits appear at their usual frequency; about 4.2% have a hit in one of these screens.
